High-throughput results: PubChem BioAssay, NMMLSC
Bim-Bcl-2 = inhibitors of Bim-Bcl-2 interaction, human. P10415. Bead-based flow cytometry, Bim peptide-Bcl-2 binding. 0.06% of 190,000 active. inhibition, % at 10 µM. AID 950; in the data active = inhibition above about 40%; inconclusive = no clear call, values can overlap the other calls;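 note: 0% = no compound wells with probe peptide and 100% = reference peptide inhibitor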
Bim-Bcl-XL = inhibitors of Bim-Bcl-XL interaction, human; 0.04% of 190,000 active; AID 1007; inhibition, % at 10 µM; Bim peptide-Bcl-XL binding, bead flow cytometry, fluorescence
Bim-Bfl-1 = disrupts Bim binding to human Bfl-1 | Q16548 | Bead-based flow cytometry, Bim-Bfl-1 binding inhibition | inhibition, % at 10 µM | 0.12% of 190,000 active | AID 1008;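 note: 0% = wells without compound plus tracer and 100% = blocker peptide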
Bim-Bcl-W = disrupts Bim peptide binding to human Bcl-W. Q92843. bead-based flow cytometry. inhibition, % at 10 µM. 0.02% of 190,000 active. AID 952;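 note: 0% = bound tracer without compound and 100% = peptide blocker; higher means less fluorescent Bim peptide bound to Bcl-W beads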
Target sequence (Q92843 whole entry, looked up): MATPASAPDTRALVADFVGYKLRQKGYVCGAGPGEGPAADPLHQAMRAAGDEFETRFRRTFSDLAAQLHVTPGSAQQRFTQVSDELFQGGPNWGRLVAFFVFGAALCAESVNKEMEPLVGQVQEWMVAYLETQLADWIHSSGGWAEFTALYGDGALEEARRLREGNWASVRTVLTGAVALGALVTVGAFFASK
Bcl-B Bim block = disrupts Bim peptide binding to human Bcl-B. inhibition, % at 10 µM. 0.073% of 190,000 active. AID 951. Q9HD36. bead-based flow cytometry;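 note: 0% = tracer peptide without compound and 100% = reference inhibitor peptide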
Target sequence (Q9HD36 whole entry, looked up): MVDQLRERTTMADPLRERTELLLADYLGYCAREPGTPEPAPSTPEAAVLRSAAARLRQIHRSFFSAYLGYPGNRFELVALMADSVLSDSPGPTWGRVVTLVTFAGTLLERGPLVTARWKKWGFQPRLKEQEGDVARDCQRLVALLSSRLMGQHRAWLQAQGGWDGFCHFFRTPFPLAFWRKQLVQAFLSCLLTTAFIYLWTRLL
RGS7-Gao = modulates binding of RGS7 to human Galphao | Multiplexed bead flow cytometry; actives lie on both sides | binding response (% of control), % at 10 µM | 0.35% of 220,000 active | AID 1439; in the data active = binding response below about 49% or above about 150%; inconclusive = no clear call, values can overlap the other calls; inactive = in between;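 note: fluorescent Galphao held in activated GDP-AlF4 state binding bead-coupled RGS7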
RGS4-Gao reg = human RGS4-Galphao interaction regulation; Multiplexed bead flow cytometry, RGS4-Galphao binding; actives lie on both sides; binding response (% of control), % at 10 µM; 0.33% of 220,000 active; AID 1415; in the data active = binding response below about 49% or above about 150%; inactive = in between;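 note: fluorescent Galphao activated with aluminum fluoride binding bead-coupled RGS4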
GSH fluor = compound fluoresces at 488/530 nm on GSH beads | GSH beads flow cytometry, compound fluorescence 488/530 nm; hits give high values | fluorescence (KMESF) at 10 µM | 0.25% of 190,000 active | AID 1776; in the data active = fluorescence above about 89;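 note: glutathione beads carrying GST-tagged Bcl family fusion proteins plus one bare bead set; values are compound well signal with DMSO vehicle wells as background; inactives centre near 16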
ABCB1 block = inhibitors of human ABCB1 transporter, ABCG2 counter-screen. P08183. CCRF-Adr cells, JC-1 efflux, flow cytometry. inhibition, % at 6.6 µM. 0.067% of 190,000 active. AID 1326; in the data active = inhibition above about 40%;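 note: 0% = vehicle and 100% = reference inhibitor; higher value means more JC-1 retained so stronger ABCB1 efflux block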
Avidin fluor = compound fluoresces at 488/530 nm on avidin beads | compound fluorescence 488/530 nm, flow cytometry; hits give high values | fluorescence (KMESF) at 10 µM | 0.38% of 220,000 active | AID 1775; in the data active = fluorescence above about 47; note: inactives centre near 10
ABCG2 inh = blocks JC-1 efflux by human ABCG2 transporter; IgMXP3 cells, flow cytometry; inhibition, % at 6.6 µM; AID 1325; Q9UNQ0; 0.1% of 190,000 active;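 active = inhibition above 80%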;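 note: 0% = DMSO and 100% = nicardipine control wells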
Target sequence (Q9UNQ0 whole entry, looked up): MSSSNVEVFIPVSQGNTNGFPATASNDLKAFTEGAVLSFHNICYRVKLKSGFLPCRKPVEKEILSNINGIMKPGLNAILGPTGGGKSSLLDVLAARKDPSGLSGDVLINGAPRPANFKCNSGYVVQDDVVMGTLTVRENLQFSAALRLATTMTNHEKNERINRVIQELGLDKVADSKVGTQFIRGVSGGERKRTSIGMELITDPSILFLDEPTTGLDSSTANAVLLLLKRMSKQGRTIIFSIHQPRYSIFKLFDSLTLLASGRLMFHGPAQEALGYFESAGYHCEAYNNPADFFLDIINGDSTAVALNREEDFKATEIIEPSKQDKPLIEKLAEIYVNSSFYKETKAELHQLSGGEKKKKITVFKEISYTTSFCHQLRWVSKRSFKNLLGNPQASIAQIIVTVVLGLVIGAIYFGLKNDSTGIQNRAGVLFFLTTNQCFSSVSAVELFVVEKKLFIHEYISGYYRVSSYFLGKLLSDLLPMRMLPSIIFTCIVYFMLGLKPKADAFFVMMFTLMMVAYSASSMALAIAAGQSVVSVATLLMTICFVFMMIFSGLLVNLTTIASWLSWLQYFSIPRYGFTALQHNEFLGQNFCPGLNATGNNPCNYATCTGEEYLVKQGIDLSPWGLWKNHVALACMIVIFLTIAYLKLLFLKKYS
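Test system: IgMXP3 (ABCG2) plus far-red-tagged CCRF-Adr (ABCB1) cells / Amount: 3 million cells/mL in well / Reagent: JC-1 transporter substrate / Timing: 10 min compound exposure, 25 °C / Signal: flow cytometry, 530 nm JC-1 signal / Read-out: percent efflux inhibition, scaled nicardipine 100% to DMSO 0% / Benchmarks: nicardipine as high control, DMSO as low control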
The depositor's hits bear a star; ? = inconclusive. Cut-off read from the data, not from the text of the source, unless noted: active = inhibition above about 40%.

Start of the data: the first 2 records, to show the layout:
Under each structure: Bim-Bcl-2	Bim-Bcl-XL	Bim-Bfl-1	Bim-Bcl-W	Bcl-B Bim block	RGS7-Gao	RGS4-Gao reg	GSH fluor	ABCB1 block	Avidin fluor	ABCG2 inh
CC1Cc2ccccc2N1C(=O)c1nn(C)cc1Br (stereo unspecified)
  -3.0	-6.0	-1.0	-3.0	-6.0	98.4	99.4	9	0.4	4	2.2
O=C(Nc1ccc(Cl)cc1)N1CCN(c2ncccn2)CC1
  1.0	-5.0	-3.0	1.0	-1.0	104.0	100.2	10	-0.2	21	1.8

This part in full, from the first entry:
Under each structure: Bim-Bcl-2	Bim-Bcl-XL	Bim-Bfl-1	Bim-Bcl-W	Bcl-B Bim block	RGS7-Gao	RGS4-Gao reg	GSH fluor	ABCB1 block	Avidin fluor	ABCG2 inh
CC1Cc2ccccc2N1C(=O)c1nn(C)cc1Br (stereo unspecified)
  -3.0	-6.0	-1.0	-3.0	-6.0	98.4	99.4	9	0.4	4	2.2
O=C(Nc1ccc(Cl)cc1)N1CCN(c2ncccn2)CC1
  1.0	-5.0	-3.0	1.0	-1.0	104.0	100.2	10	-0.2	21	1.8
Cc1ccc(Oc2ccc(C(=O)NCc3ccncc3)cc2)cc1
  4.0	1.0	7.0	2.0	0.0	?	104.4	17	-0.3	13	0.3
COc1ccc(/C=C/CN2CCN(Cc3cccc(OC)c3)C(CCO)C2)cc1 (stereo unspecified)
  0.0	-1.0	-8.0	0.0	-4.0	101.9	103.7	18	0.3	9	0.3
Cc1ccc(S(=O)(=O)N[C@H](C(=O)OCC(=O)N2N=C(c3ccc(Cl)cc3)CC2c2ccco2)C(C)C)cc1 (stereo partly specified)
  -4.0	-8.0	0.0	-5.0	-7.0	97.6	95.9	10	1.8	7	8.9
CCOC(=O)c1ccc(S(=O)(=O)N2CCN(S(=O)(=O)CC)CC2)cc1
  -2.0	-4.0	-5.0	-3.0	-6.0	103.5	105.7	16	0.0	6	0.2
COc1ccc(C(=O)N2CCN=C2SC)cc1OC
  -13.0	-8.0	-23.0	-5.0	-9.0	99.4	102.5	33	-1.2	13	32.2
COC(=O)c1sccc1NC(=S)N1CCN(c2ccc(F)cc2)CC1
  0.0	-3.0	0.0	-4.0	-8.0	97.5	100.8	11	1.1	4	10.8
Cc1ccc(C(=O)CNc2ccccc2C)cc1
  -13.0	-5.0	-8.0	-3.0	-13.0	101.4	104.0	16	0.3	14	17.0
Cc1cccc(Nc2nnc(SCC(=O)NC3CCCc4ccccc43)s2)c1 (stereo unspecified)
  -3.0	0.0	-1.0	2.0	-4.0	97.0	97.6	11	0.9	7	4.3
C=CCNC(=O)c1ccc(Sc2ccccc2)c([N+](=O)[O-])c1
  4.0	-5.0	-1.0	-1.0	-4.0	96.9	100.4	22	1.1	15	6.4
O=C(c1ccc(Br)o1)N1CCN=C1SCc1cccc(F)c1
  -7.0	-7.0	-11.0	-1.0	-6.0	95.8	98.8	19	-1.3	7	-1.6
O=C(CCCc1nc2ccccc2s1)NNC(=O)CCN1CCN(Cc2ccccc2)CC1
  -3.0	-1.0	-6.0	0.0	-1.0	?	101.4	15	0.6	8	10.6
C#CCSc1nnc(-c2sc(-c3ccccc3)nc2C)n1C
  -11.0	-7.0	-10.0	3.0	-13.0	95.1	100.5	14	0.7	10	5.3
Cc1cc(C)n2cc(CSc3nnnn3-c3ccc(Cl)cc3)nc2n1
  0.0	0.0	-1.0	1.0	2.0	99.8	102.7	23	0.6	10	2.5
CCC(C)NC(=O)C1CCCN(C(=O)Nc2ccc(F)cc2)C1 (stereo unspecified)
  -10.0	-9.0	-11.0	2.0	-20.0	99.1	99.4	36	-0.8	8	1.3
O=S1(=O)C=C(Sc2nnc(-c3ccccc3)o2)c2ccccc21
  0.0	2.0	9.0	5.0	0.0	97.3	90.4	13	-0.1	14	0.4
CN(Cc1ccccc1)C(=O)Cn1cccc1C(=O)c1ccccc1
  -8.0	1.0	-8.0	1.0	-6.0	95.2	92.3	30	0.5	9	0.2
Cc1cc(C(=O)CSc2nnc(-c3cccc(F)c3)n2N)c(C)n1Cc1ccc2c(c1)OCO2
  -15.0	-7.0	-14.0	0.0	-12.0	104.9	95.9	12	1.1	6	4.0
COCCn1c(C)cc(C(=O)CSc2cc(C)c3ccc(OC)cc3n2)c1C
  -7.0	-7.0	-15.0	-3.0	-10.0	97.3	93.8	16	3.8	7	37.7
CSc1nc(C)cc(SCC(=O)N/N=C/c2ccccc2)n1
  5.0	7.0	0.0	4.0	7.0	102.2	100.5	3	0.0	3	0.9
CCOc1ccc(OCCSc2nnnn2-c2ccccc2)cc1
  -3.0	-6.0	-13.0	0.0	-6.0	109.3	103.4	15	0.4	5	3.4
Cc1ccc(CNC(=O)C2CCCN(S(=O)(=O)c3cccnc3)C2)cc1 (stereo unspecified)
  -9.0	-5.0	-14.0	2.0	-8.0	99.2	98.2	24	0.5	27	-1.4
CCN(CC)S(=O)(=O)c1cc(C(=O)NCCN2CCOCC2)ccc1Cl
  -1.0	3.0	0.0	1.0	1.0	?	100.0	12	1.5	10	4.5
Cc1cc(=O)oc2cc(NC(=O)c3cc([N+](=O)[O-])ccc3N3CCOCC3)ccc12
  2.0	6.0	-4.0	7.0	7.0	99.6	96.9	18	1.8	12	9.7
COc1cc(NC(C)CCCN)c2ncccc2c1Oc1ccccc1 (stereo unspecified)
  4.0	1.0	-3.0	6.0	23.0	145.4	145.1	13	2.1	20	54.2
Cc1[nH]n(-c2ccccc2)c(=O)c1C1(C(F)(F)F)C(=O)N(c2ccc(F)cc2)C2=C1C(=O)CC(C)(C)C2 (stereo unspecified)
  -7.0	-6.0	-11.0	-2.0	-9.0	102.4	100.0	13	0.2	8	-0.5
O=C(Cc1ccc(Cl)cc1)Nc1cc(S(=O)(=O)N2CCOCC2)ccc1N1CCCC1
  0.0	-1.0	-3.0	-2.0	-1.0	94.8	98.0	13	2.5	11	2.0
CC(C)C(NC(=O)/C=C/c1cccc([N+](=O)[O-])c1)C(C)C
  -6.0	-6.0	-11.0	-4.0	-11.0	102.6	101.9	17	0.3	15	11.7
CC(=O)Nc1ccc2oc(-c3ccccc3)nc2c1
  -4.0	-3.0	-3.0	-2.0	-3.0	101.9	99.6	13	0.0	7	1.6
O=C(CONS(=O)(=O)c1ccc(Cl)cc1)NCCNc1ncc(C(F)(F)F)cc1Cl
  1.0	4.0	1.0	0.0	0.0	91.6	100.3	15	0.5	10	17.5
Cc1ccc(-c2noc(CCC(=O)Nc3cccc(C#N)c3)n2)cc1
  -6.0	-1.0	-14.0	-1.0	-7.0	101.4	102.3	5	0.3	8	2.4
C#Cc1ccc([C@H]2C=C(C(=O)O)O[C@@H](OCc3ccc(CO)cc3)C2)cc1
  -2.0	0.0	-6.0	0.0	-4.0	101.7	105.7	17	0.0	5	0.4
CCOc1cc(CNC2CCCC2)ccc1OCc1ccccc1Cl
  3.0	0.0	-3.0	0.0	-1.0	102.3	102.0	24	1.5	11	2.1
Nc1c(O)ccc2c1C(=O)c1ccccc1C2=O
  0.0	-2.0	1.0	4.0	-5.0	97.8	98.9	10	-1.4	23	64.2
Cc1cccc(NC(=O)Cc2noc3ccccc23)c1C
  -1.0	-3.0	-1.0	-3.0	-8.0	104.2	105.8	10	0.8	4	11.8
CC(C)=C1C2CCC1C1C(=O)N(c3nc(-c4ccccc4)c(C)s3)C(=O)C21 (stereo unspecified)
  -1.0	0.0	-4.0	3.0	-3.0	95.7	96.8	10	0.8	6	14.4
COc1ccc(-n2nnnc2SCC(=O)c2cc3ccccc3o2)cc1
  -9.0	-4.0	-9.0	0.0	-8.0	98.6	100.9	28	-0.4	17	0.5
CCNC(=O)CC1C(=O)N(c2ccc(C)cc2)C(=O)N1CCc1sccc1C (stereo unspecified)
  2.0	0.0	-1.0	3.0	0.0	99.4	100.5	18	0.1	11	1.0
O=C1c2ccccc2C(=O)c2c1cccc2N1CCN(CCO)CC1
  0.0	-2.0	0.0	-1.0	0.0	104.8	104.5	25	0.6	7	3.5
CSc1cc(C)[nH]c(=O)n1
  -5.0	1.0	-3.0	0.0	-8.0	108.5	108.8	18	1.4	6	15.9
O=c1c2c(nc3cc(-c4ccccc4Cl)[nH]n13)CCS2
  0.0	0.0	4.0	0.0	1.0	95.7	101.3	18	-0.5	10	-1.1
Cc1nc2cccc(C(=O)NC3CCCCC3)c2o1
  -9.0	-10.0	-12.0	-8.0	-12.0	102.8	103.7	38	-3.2	6	-3.2
O=C(c1cn(-c2ccccc2)nc1-c1cc2ccccc2oc1=O)N1CCOCC1
  0.0	-5.0	-3.0	0.0	-1.0	96.6	101.5	10	0.9	6	1.0
O=C(CCS(=O)(=O)Cc1ccccc1)NCC1CCCO1 (stereo unspecified)
  -10.0	4.0	-10.0	0.0	-6.0	106.3	105.9	44	0.1	13	-0.2
N#Cc1cccc(NC(=S)Nc2ccccc2)c1
  0.0	0.0	0.0	1.0	-5.0	102.6	101.7	7	0.1	12	1.9
O=C(NCC1CCCO1)C(=O)NCC(c1ccco1)N1CCN(c2ccccc2F)CC1 (stereo unspecified)
  1.0	-4.0	0.0	-4.0	-8.0	99.5	101.4	5	1.7	12	2.3
Cc1cccc(OC(=O)CN2C(=O)C3C4CCC(C4)C3C2=O)c1C (stereo unspecified)
  -12.0	-2.0	-11.0	1.0	-9.0	105.3	106.6	14	0.1	8	0.7
CCOC(=O)c1[nH]c2cc(OC)c(OC)cc2c1NC(=O)CN(C)C1CCCCC1
  1.0	-1.0	-5.0	0.0	1.0	94.2	98.4	32	2.6	9	17.8
CCCCC(=O)NS(=O)(=O)c1ccc(N=NN2CCOCC2)cc1
  0.0	-7.0	-3.0	-4.0	-4.0	96.6	103.3	15	0.2	10	7.2
CCCCSc1nnc(-c2ccc(C)cc2)o1
  0.0	0.0	0.0	0.0	0.0	101.3	99.0	20	1.6	8	4.2
NC(=O)COC(=O)c1ccc(Cl)c(S(=O)(=O)N2CCCCCC2)c1
  -1.0	-3.0	-4.0	-3.0	-5.0	98.6	99.9	10	0.2	11	2.3
O=C1CCC(=O)N1c1ccc(CSc2nc3ccccc3[nH]2)cc1
  -4.0	-4.0	-1.0	-3.0	-3.0	102.7	101.6	15	0.3	12	0.7
O=C(CCN1CCN(c2ccccc2F)CC1)Nc1ccccc1F
  -3.0	-3.0	-16.0	1.0	-5.0	107.8	108.8	5	0.3	9	0.4
COCCCNC(=O)CCc1nnc(Cc2ccc(-c3ccccc3)cc2)o1
  -4.0	-8.0	-6.0	-5.0	-6.0	103.8	102.6	10	1.0	3	2.9
O=C(CN1CCOCC1)NC1CC2CCC1C2 (stereo unspecified)
  0.0	2.0	-4.0	-4.0	-2.0	121.8	119.8	23	0.8	4	6.0
C/C(=N\NC(=O)Cc1csc(N2CCOCC2)n1)c1ccccc1
  0.0	-3.0	-1.0	-1.0	-2.0	98.5	101.8	10	0.3	30	1.8
